Source: PubChem BioAssay (several laboratories)
MOR-DOR ag: agonists of OPRM1-OPRD1 heterodimerization, primary screen, cell-based, luminescence; Mu-type opioid receptor (Homo sapiens) + Delta-type opioid receptor (Homo sapiens), …; 0.3% of 340,000 active; activation, % at 9.3 µM; AID 504326, 2011; cells; in the data active = activation above about 18%;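 also: 0% = vehicle-treated cells and 100% = reference agonist; values of inactives mirror those of a sister screen read the other way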
Target sequence (P35372 whole entry, looked up): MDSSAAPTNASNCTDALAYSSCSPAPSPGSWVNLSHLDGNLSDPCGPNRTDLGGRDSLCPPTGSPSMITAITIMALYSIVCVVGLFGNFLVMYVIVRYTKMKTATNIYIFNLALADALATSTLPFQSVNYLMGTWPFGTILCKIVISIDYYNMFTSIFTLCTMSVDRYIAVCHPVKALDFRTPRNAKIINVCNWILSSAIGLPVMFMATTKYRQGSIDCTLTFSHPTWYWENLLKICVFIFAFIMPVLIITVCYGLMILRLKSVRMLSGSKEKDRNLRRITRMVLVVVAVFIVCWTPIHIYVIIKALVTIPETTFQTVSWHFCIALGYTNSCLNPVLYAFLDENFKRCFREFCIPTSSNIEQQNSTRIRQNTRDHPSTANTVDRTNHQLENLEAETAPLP
Target sequence (P41143 whole entry, looked up): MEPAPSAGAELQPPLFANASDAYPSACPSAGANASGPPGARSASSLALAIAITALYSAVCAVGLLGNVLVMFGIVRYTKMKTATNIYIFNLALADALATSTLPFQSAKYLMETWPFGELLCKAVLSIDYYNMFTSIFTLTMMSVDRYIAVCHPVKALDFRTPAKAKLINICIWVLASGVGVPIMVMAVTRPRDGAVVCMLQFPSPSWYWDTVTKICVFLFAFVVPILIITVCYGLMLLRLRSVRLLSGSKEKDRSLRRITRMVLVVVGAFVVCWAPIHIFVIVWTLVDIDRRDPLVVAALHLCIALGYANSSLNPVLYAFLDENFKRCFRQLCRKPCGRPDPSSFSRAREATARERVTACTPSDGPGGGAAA
Pemphigus Ab inh: inhibitors of pemphigus antibody binding to DSG3, primary screen, biochemical, bead-based, flow cytometry, scFv-GFP | Desmoglein-3 (Homo sapiens), P32926 | DSG3-coupled beads, scFv-anti-DSG3-GFP binding; stronger effect = lower value | binding (percent of control), % at 10 µM | 0.48% of 310,000 active | AID 588358, 2011;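 active = binding more than 3 SD below its plate's average and above zero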;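 also: hits lower antibody fragment binding to DSG3; some compounds called inactive have numbers as strong as hits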
PKA-R1A activ: activators of PKA-R1A holoenzyme, primary screen, biochemical, fluorescence polarization, Cy5-IP20, bovine R1A, mouse PKAc; PKA-R1A dissociation; scaled: DMSO 0%, 113 µM cGMP 100%; activation, % at 11.4 µM; 0.083% of 340,000 active; AID 504707, 2011;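 active = percent activation above the mean of all tested compounds plus 3 SD, cut at about 19% in these data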;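 also: higher means more PKAc released from R1A so a rise in polarization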
Ecoli viability: E. coli V3065 growth inhibition, primary screen, counter-screen for AddAB inhibitor project, absorbance, OD600 | 18 h | inhibition, % at 11.9 µM | 0.27% of 330,000 active;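 active = inhibition above the campaign's mean inhibition across all tested compounds plus 3 SD, cut at about 9.9% in these data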;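 also: uninfected addAB+ strain grown without phage in ampicillin broth; 0% = DMSO wells and 100% = ciprofloxacin 0.95 µg/ml wells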
Tat export inh: E. coli Tat export inhibitors, primary screen, MC4100, TorA-mCherry reporter, fluorescence, single point; 0.036% of 340,000 active; inhibition, % at 10 µM; AID 488895, 2010;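 active = mean replicate inhibition at least 50% and at least half of replicates individually reaching 50%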;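 also: exported cargo escapes ClpAP degradation while cytoplasmic cargo is degraded and loses fluorescence; 0% = median of neutral control wells and 100% = median of NaSCN control wells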
MOR-DOR inv ag: inverse agonists of MOR-DOR heterodimerization, primary screen, cell-based, luminescence. inhibition, % at 9.3 µM. Mu-type opioid receptor (Homo sapiens) + Delta-type opioid receptor (Homo sapiens), …. 0.21% of 340,000 active. AID 504357, 2011. cell-based MOR-DOR heterodimer luminescence, inverse agonism; in the data active = inhibition above about 22%, passing the limit was not always enough;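 also: 0% = cells with DMSO and 100% = wells without cells with DMSO; values of inactives mirror those of a sister screen read the other way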
Arrestin-AP2 inh: inhibitors of beta-arrestin/AP2 binding, primary screen, biochemical, GPCR trafficking, flow cytometry. FITC-arrestin peptide / GST-AP2 beads; AP2 beta2 appendage carries R879A mutation. inhibition, % at 10 µM. 0.31% of 340,000 active. AID 504490, 2011;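 active = inhibition above a set limit, near 3 SD of compounds lacking own fluorescence, cut at about 54% in these data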;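 also: plate controls were DMSO wells for no effect and 5 µM unlabelled arrestin peptide for full effect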
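Material – AP2 appendage R879A on GSH beads · Buffer or medium – PBS with 0.05% Tween 20 and 0.1% BSA · Probe or stimulus – fluorescein-tagged arrestin peptide at 50 nM final · Incubation – compound with beads 12 min RT, then probe 1 h RT · Detection – high-throughput flow cytometry of beads, ex 488, em 535 nm · Evaluation – percent response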
phage Ecoli inh: growth loss of phage-infected E. coli, primary screen, RecBCD inhibitor project, absorbance, with phage, HTS | inhibition, % at 11.9 µM | AID 651602, 2012 | 0.26% of 360,000 active; in the data active = inhibition above about 11%
PfHsp90 set2: growth inhibition of PfHsp90-expressing yeast, primary screen, antimalarial PfHsp90 inhibitor project, S. cerevisiae, BacTiter-Glo luminescence, single point, set 2; BacTiter-Glo ATP, 48 h; yeast lacking PDR1 and PDR3 efflux regulators; inhibition, % at 9.4 µM; 0.32% of 310,000 active; AID 504621, 2011;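 active = every replicate shows inhibition above about 80%, whatever the replicate mean, limit read from the data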;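 also: 0% = DMSO neutral controls and 100% = 20 µM radicicol positive controls; yeast relying on Plasmodium falciparum Hsp90 in place of its own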
SUMO Mot1 rescue: yeast Mot1-301 growth rescue at high temperature, primary screen, SUMOylation pathway inhibitor project, S. cerevisiae, ATP luminescence, 38.5C; growth rescue, % at 18.8 µM; S. cerevisiae Mot1-301 growth rescue; percent above DMSO median, 100 means doubled; AID 2716, 2010; 1% of 320,000 active;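 active = every valid replicate shows activation above 250% relative to neutral control wells; inactive = the rest, any valid replicate at or below 250%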;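 also: OY570 slx delta 5 strain wells were the positive control but not used for scaling; some compounds called inactive have numbers as strong as hits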
AddAB inh: growth inhibition of E. coli expressing H. pylori AddAB, primary screen, AddAB inhibitor project, absorbance; inhibition, % at 11.9 µM; 0.29% of 330,000 active; AID 435030, 2010; in the data active = inhibition above about 12%;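 also: 0% = vehicle wells of infected cells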
* hit, by the source's call; . = not tested or not shown.

SMILES	MOR-DOR ag	Pemphigus Ab inh	PKA-R1A activ	Ecoli viability	Tat export inh	MOR-DOR inv ag	Arrestin-AP2 inh	phage Ecoli inh	PfHsp90 set2	SUMO Mot1 rescue	AddAB inh
COc1ccc(CCN(C)C(=O)c2ccc(C)c(S(=O)(=O)N3CCCCC3)c2)cc1OC	-0.3	.	-4	-2.5	-5	1	0	0.5	-61	3	0.1
COc1cc(/C=C/C(=O)OCC(=O)Nc2cc(C)on2)ccc1OCC#N	1.3	96	8	.	6	-8	0	4.1	.	.	.
CCOCCCn1c(=NC(=O)c2cccs2)c(C#N)cc2c(=O)n3ccccc3nc21	-1.9	98	14	1.1	3	10	-2	4.5	8	-6	0.8
COc1ccc(S(=O)(=O)/C(C#N)=C/Nc2ccccc2F)cc1	-0.9	97	-2	-1.1	-6	4	13	1.8	8	4	0.4
Cc1csc(NC(=O)C2CCCCN2S(=O)(=O)c2ccccc2)n1 (centres undefined)	-1.5	78	-4	0.8	3	7	16	2.9	4	14	-0.3
Cc1ccc(-c2nc(CS(=O)CC(=O)NCc3ccco3)c(C)o2)cc1 (centres undefined)	-1.4	105	-4	0.2	2	7	16	2.1	9	2	1.9
O=C(COC(=O)c1cccs1)Nc1cccc(Cl)c1	-1.5	.	-14	0.3	-12	6	-4	3.5	-50	.	2.3
Cc1cc(/C=N\NC(=O)CC(=O)NC2CCCCC2)c(C)n1-c1cccc(Cl)c1Cl	-3.9	102	-12	0.5	13	17	21	0.1	-22	16	0.9
NC(=O)C1CC(=O)N(c2ccc(OCc3ccccc3Cl)cc2)C1 (centres undefined)	1.0	96	1	-0.4	1	-7	7	2.5	2	-12	3.1
CC1=CCC2C(=O)N(c3ccccc3OC(=O)c3ccccc3F)C(=O)C2C1 (centres undefined)	-1.6	91	-9	0.3	-10	8	-1	4.5	-16	274	3.4
CCOc1ccc(N(C)S(=O)(=O)c2ccc(-c3cc(C)no3)s2)cc1	0.0	.	-16	-1.3	11	0	11	1.8	11	70	-1.4
CCCCCC(=O)OC(CN1CCCCC1)CN1CCCC1=O (centres undefined)	-2.6	100	0	1.0	-3	12	-2	1.9	-5	152	2.4
Cc1ccc(S(=O)(=O)NCC(=O)NCC(=O)OC(C(=O)NC(N)=O)C(C)C)cc1C (centres undefined)	-4.3	92	-8	1.8	1	22	-4	2.7	-7	-9	1.5
CN(C)Cc1c(O)ccc2oc(Cc3ccccc3)cc12	-1.2	116	-4	0.8	0	6	-2	2.3	9	-5	1.6
CN(C1CCCCC1)S(=O)(=O)c1ccc(C(=O)Nc2sc3c(c2C(N)=O)CC(C)(C)NC3(C)C)cc1	0.1	.	8	-2.5	11	-1	0	4.4	-110	-15	1.8

Single records, from the list above. Screens in order: MOR-DOR ag	Pemphigus Ab inh	PKA-R1A activ	Ecoli viability	Tat export inh	MOR-DOR inv ag	Arrestin-AP2 inh	phage Ecoli inh	PfHsp90 set2	SUMO Mot1 rescue	AddAB inh
`CCCCCC(=O)OC(CN1CCCCC1)CN1CCCC1=O` (centres undefined) is listed with -2.6	100	0	1.0	-3	12	-2	1.9	-5	152	2.4
`COc1ccc(CCN(C)C(=O)c2ccc(C)c(S(=O)(=O)N3CCCCC3)c2)cc1OC` is listed with -0.3	.	-4	-2.5	-5	1	0	0.5	-61	3	0.1
`CC1=CCC2C(=O)N(c3ccccc3OC(=O)c3ccccc3F)C(=O)C2C1` (centres undefined) is listed with -1.6	91	-9	0.3	-10	8	-1	4.5	-16	274	3.4
`Cc1ccc(-c2nc(CS(=O)CC(=O)NCc3ccco3)c(C)o2)cc1` (centres undefined) is listed with -1.4	105	-4	0.2	2	7	16	2.1	9	2	1.9
`CCOCCCn1c(=NC(=O)c2cccs2)c(C#N)cc2c(=O)n3ccccc3nc21` is listed with -1.9	98	14	1.1	3	10	-2	4.5	8	-6	0.8

Going on with the list:
SMILES	MOR-DOR ag	Pemphigus Ab inh	PKA-R1A activ	Ecoli viability	Tat export inh	MOR-DOR inv ag	Arrestin-AP2 inh	phage Ecoli inh	PfHsp90 set2	SUMO Mot1 rescue	AddAB inh
O=C(c1cccc(S(=O)(=O)N2CCCC2)c1)N1CCN(c2ncccn2)CC1	-1.8	110	-2	-0.9	11	10	-9	3.8	-3	-5	0.9
CN1CCN(C(=O)CNC(=O)Cc2ccc(Cl)cc2)CC1	-0.4	101	-16	0.2	0	2	5	1.7	-3	-7	1.0
Cc1cc(Cl)c(S(=O)(=O)N2CCN(c3ccccc3)CC2)cc1OCC(N)=O	0.8	.	1	3.3	-1	-4	6	2.3	11	-15	-0.5
O=C(CN1CCCC1)Nc1ccccc1Cl	-0.2	105	3	-0.2	-1	1	1	2.6	.	147	-0.8
CC(O)CNc1cnccn1 (centres undefined)	2.2	94	-9	-1.8	24	-16	6	5.1	27	0	0.3
CCC(Sc1nc2ncccc2[nH]1)C(=O)N1CCOCC1 (centres undefined)	-1.4	114	-2	2.1	-10	8	1	3.6	-26	4	-1.0
COc1ccc(CNC(=O)c2ccc[nH]2)cc1Cl	-1.9	105	3	-1.4	-10	10	-11	4.2	9	-5	2.3
COC(=O)c1ccccc1S(=O)(=O)N1CCC(C(=O)OC(C)C(=O)Nc2ccc(NC(C)=O)cc2)CC1 (centres undefined)	-0.6	.	10	-2.8	-1	3	7	-0.7	7	-7	2.1
CCN(CC)C(=O)c1sc2nc(-c3ccccn3)[nH]c(=O)c2c1C	-2.2	90	-4	-0.1	-7	11	32	-1.4	1	-15	2.4
CCOC(=O)NNC(=S)Nc1c(C)n(C)n(-c2ccccc2)c1=O	-1.0	100	0	1.7	-4	5	-4	3.2	-26	60	-0.1
O=C(CSc1nc(COc2ccccc2)nc2ccccc12)NC1CCCC1	-4.0	100	-10	-3.3	-8	21	13	3.2	18	7	1.1
NC(=O)c1ccc(-c2csnn2)cc1	.	103	.	-1.0	-10	.	5	0.6	5	2	1.1
COc1cccc(NC2=Nc3cccc4cccc2c34)c1	-0.3	101	-16	-2.8	4	2	-13	1.7	-10	-11	3.5
C=CCNC(=O)/C(C#N)=C/c1ccc(OS(=O)(=O)c2ccc(C)cc2)c(OC)c1	1.4	148	5	0.7	6	-7	13	3.0	-32	-10	2.2
Cc1ccccc1C(=O)NC(=S)N(Cc1ccccc1)c1ccccn1	-2.3	102	3	2.4	-7	9	3	1.2	.	-15	0.5
CCN(CC)Cc1ccccc1Sc1ccccc1	2.0	103	1	0.0	-18	-10	3	2.8	36	-13	-1.4
CC1(C)CC(=O)C=C(N=CC2=C(O)CC(C)(C)CC2=O)C1	-0.6	99	5	-2.7	-7	4	12	1.9	1	3	1.4
Cc1ccc(S(=O)(=O)Nc2ccncc2)c(C)c1N(C)S(=O)(=O)c1ccc(Cl)cc1	0.1	105	0	-0.5	-3	-1	0	2.0	-6	-14	2.1
COc1cccc(OC2OC3COC(C)(C)OC3C(O)C2NC(C)=O)c1 (centres undefined)	1.4	104	-12	-1.8	1	-8	3	1.5	10	-15	1.4
CC1CCN(S(=O)(=O)c2ccc(C(=O)NCc3cccnc3)cc2)CC1	-2.7	100	-12	-1.8	-17	12	-13	-1.4	-2	21	-1.9
O=C(COC(=O)Cc1c(F)cccc1Cl)Nc1nnc(-c2ccccc2)o1	-0.8	104	6	-6.3	0	6	3	-2.4	10	5	-5.1
CN(C)c1cccc(NC2=CC(=[N+]3CCOCC3)CC(C)(C)C2)c1	-2.0	.	-3	1.5	-5	12	19	2.9	11	24	3.0
C=CCNC(=O)/C(C#N)=C/c1ccccc1[N+](=O)[O-]	2.0	102	-10	-0.4	-1	-10	16	3.4	-6	-16	2.0
O=C(N/N=C/c1cn(Cc2cccc(F)c2)c2ccccc12)c1cc(O)cc(O)c1	3.7	.	5	.	1	-15	20	2.6	-4	-7	.
Cn1c(=O)n(C)c2cc(NC(=O)COc3ccc(Cl)cc3)ccc21	-1.5	98	4	-1.3	4	7	4	-0.5	6	-2	-0.7
CC(NC(=O)CCc1nc2cc(S(=O)(=O)N3CCOCC3)ccc2n1C)c1ccc(S(N)(=O)=O)cc1 (centres undefined)	-1.9	104	-8	1.6	5	10	-8	-0.2	10	14	4.4
CCCCCC(=O)Nc1cccc(-c2nc3ncccc3o2)c1	1.0	101	-10	-1.1	1	-6	-1	3.6	12	77	0.8
CCCc1nc2scc(-c3ccc(C)cc3)c2c(=O)n1N	9.2	83	-12	0.0	1	-52	-2	0.9	3	4	1.5
O=C(CN1C(=O)c2ccccc2C1=O)OC(C(=O)c1ccc(Cl)cc1)c1ccccc1 (centres undefined)	-2.5	97	1	-1.2	-11	14	10	0.2	19	-11	0.3
Cc1nn(CC(=O)Nc2ccc(N3CCOCC3)cc2)c(C)c1Cl	-3.0	.	3	0.0	-12	16	-5	0.2	5	1	-0.9
Cn1c(CNC(=O)OC(C)(C)C)n[nH]c1=S	-1.3	111	-5	-1.0	-2	6	-20	2.3	.	0	1.6
Cc1ccc(C(=O)NC(=S)NCC2CCCO2)cc1Br (centres undefined)	1.8	130	2	2.8	-5	-10	1	4.1	-43	-1	2.6
COc1ccc(CNC(=O)c2ccc(CS(=O)c3ccccc3)o2)cc1 (centres undefined)	-2.0	.	2	-1.9	1	11	-2	3.6	-22	4	5.5
COc1ccccc1S(=O)(=O)Cc1ccc(C(=O)NCC(OC)OC)o1	-2.8	91	-2	-3.3	-2	16	21	-0.9	-1	-4	0.1
COc1cccc(C2CC(c3cccc(Br)c3)n3nc(N)nc3N2)c1 (centres undefined)	-1.2	99	3	-1.2	12	6	-6	3.2	.	30	3.2
